Source: PubChem BioAssay
Ins promoter up: insulin promoter activators in MIN6 cells, imaging, high-content screening, mouse beta cells; z-score at 5 µM; actives 0.3% (n = 190,000); MIN6 insulin promoter-GFP reporter; stronger effect = higher value;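 active means z-score above 3 at 5 µM with at least 500 cells counted in the well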
Myeloid diff 2: induction of myeloid progenitor differentiation, primary screen, cell-based, flow cytometry, MLPCN library | calls only at 10 µM | actives 1% (n = 360,000) | AID 624256, 2012 | ER-HoxA9 myeloid progenitors, lysozyme-GFP differentiation;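 active means normalized GFP-positive differentiation at or above the plate's own cutoff, the solvent-only control mean plus 3 SD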;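 further: cells exposed to compound for four days before flow analysis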
b-catenin transl: modulators of beta-catenin nuclear translocation, primary screen, imaging, HeLa cells, immunofluorescence, high-content; AID 1665, 2009; nuclear translocation activity, % at 5 µM; actives 0.3% (n = 190,000);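 active means nuclear translocation activity above 50% at 5 µM, with a well cell count of 50 or more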;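 further: per-cell ratio of nuclear to cytoplasmic median beta-catenin stain intensity; plate controls were DMSO negative control for no effect and GSK-3 inhibitor IX positive control for full effect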
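Test system: human HeLa cells, endogenous beta-catenin. Times: 24 h compound exposure, 37°C. Measured by: beta-catenin immunofluorescence imaging with DAPI.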
Dynein transport: inhibitors of GR-EGFP nuclear translocation, primary screen, dynein cargo transport inhibitor project, imaging, high-content, 3617.4 mouse cells; actives 0.47% (n = 220,000); test concentration mostly 20 µM; stimulated with dexamethasone, 1 µM; stronger effect = lower value; z-score, hits read low;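 active means plate z-score of nuclear minus cytoplasmic receptor signal below a set negative limit, without overly bright fluorescence or cell loss, cut at about -3.5 in these data, passing the limit was not always enough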;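 further: z-score of nuclear minus cytoplasmic ring GR-EGFP intensity difference per well; some compounds called inactive have numbers as strong as hits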
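Also added – dexamethasone, 1.0 µM final · Buffer or medium – tet-free, stripped-serum medium · Schedule – induction 48 h, compound 1 h, agonist 30 min · Detection – formaldehyde fixation, Hoechst nuclear stain, 10x automated fluorescence imaging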
Hep lipid drop: inhibitors of hepatocyte lipid droplet formation, primary screen, imaging, high-throughput imaging, BODIPY stain; AML12 mouse hepatocytes, oleate lipid droplets; inhibition, % at 6.5 µM; actives 0.4% (n = 240,000); AID 1656, 2009;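 active means lipid droplet intensity inhibited by at least 50%, with more than 500 cells counted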
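Assay system: AML12 mouse liver cells | Compound dosing: One dose, 6.5 µM compound | Read-out basis: Droplet intensity reduction, % inhibition | Measured by: Fluorescence imaging, 20x objective, two fields per well | Schedule: Overnight treatment with compound plus oleate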
T cell HTS: modulators of CD8 T cell-vesicle binding, primary screen, mouse 2C CD8+ T cells, flow cytometry. calls only at 7 µM. AID 2052, 2009. actives 0.068% (n = 330,000). 2C CD8+ T cell-vesicle binding; stronger effect = lower value;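 active means response, share of CD8 T cells binding vesicles, and their 90th percentile fluorescence all below set limits, cut at about 80% in these data, passing the limit was not always enough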
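material = purified 2C TCR transgenic mouse naive CD8+ T cells | controls = Unloaded micro-vesicles (low), QL9 vesicles with 0.7% DMSO (high) | detection = cytometric PE anti-B7-1 and Alexa647 anti-CD8 signals after 1% paraformaldehyde fixation | incubation = binding step 1.5 h, 37 °C, antibody labelling 20 min, ice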
PMI inhibitors: inhibitors of human PMI, primary screen, biochemical, fluorescence intensity, coupled assay (AID 1209); Mannose-6-phosphate isomerase (Homo sapiens); purified PMI enzyme, coupled fluorescence intensity; higher % means a stronger effect; inhibition, % at 20 µM; hits with a dose series show IC50 in µM; actives 0.42% (n = 190,000); in the data active means inhibition above about 50%;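 further: plate controls were DMSO vehicle for no effect and wells lacking substrate for full effect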
MT stabilize HCS: microtubule stabilizers in HeLa cells, primary screen, imaging, high-content imaging | HeLa tubulin immunostaining HCS, 24 h; share of cells brighter than vehicle mean+2SD | % tubulin-high responders, % at 10 µM | actives 0.83% (n = 200,000) | AID 2205, 2009;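 active means plate Z-score above 3 for both tubulin-high and condensed-nucleus cell shares, with cell loss under 80%, at 10 µM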;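 further: anti alpha tubulin signal scored within the nucleus-defined area of each cell; some results filed as inactive read as strong as hits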
TNAP activation fold: human TNAP enzyme activators, primary screen, biochemical, luminescent, no phosphate acceptor, uHTS (AID 1001) | Alkaline phosphatase, tissue-nonspecific isozyme (Homo sapiens) | purified TNAP, luminescent activation assay, no phosphate acceptor; higher activation fold means a stronger effect | activation fold at 20 µM; hits with a dose series show EC50 in µM | actives 0.03% (n = 200,000); in the data active means activation fold from about 3, or a potency from the dose series; inactive means the rest, 99 in 100 with activation fold below about 1.6; further: many of its hits are not listed in these tables
Dynein transport cytoplasmic EGFP: further read-out of Dynein transport, marked with its call; z-score; measured here: cytoplasmic GR-EGFP intensity; stronger effect = higher value
Dynein transport nuclear GR-EGFP: recorded beside Dynein transport, whose call it bears; z-score; measured here: nuclear GR-EGFP intensity;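 lower value marks the stronger effect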
Dynein transport cell count: second read-out of Dynein transport, no call of its own (marks repeat the call); z-score; measured here: cell count per field
Ins promoter up cell count: further read-out of Ins promoter up, marked with its call; cell count; measured here: cytotoxicity, nuclei count;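 total cells summed across four imaged fields per well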
Hep lipid drop cells 6.5 µM: recorded beside Hep lipid drop, whose call it bears; cell count; measured here: cell count, cytotoxicity flag;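 cells counted across two imaged fields per well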
b-catenin transl cell count 5 µM: also measured in b-catenin transl; calls as there; cell count; measured here: cell count, cytotoxicity flag
T cell HTS vesicle-bound %: also measured in T cell HTS; calls as there; double positive events, %; measured here: CD8+ vesicle-bound cell fraction;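 binding gate set so that unloaded-vesicle control wells show 10% double positive cells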
MT stabilize HCS Hoechst-high %: recorded beside MT stabilize HCS, whose call it bears; % Hoechst-high responders; measured here: nuclear condensation Hoechst responders;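 share of cells brighter than vehicle mean plus two SD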
MT stabilize HCS cytotoxicity %: second read-out of MT stabilize HCS, no call of its own (marks repeat the call); toxicity, %; measured here: cytotoxicity by cell density;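 0% = mean cell density of plate MIN control wells and 100% = no cells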
Myeloid diff 2 GFP+ MAC1+ %: second read-out of Myeloid diff 2, no call of its own (marks repeat the call); GFP+ MAC1+ double positive, %; measured here: differentiation confirmed by MAC1 staining
* marks the source's active call; other numbers are inactive results; i = inactive; x = not tested or not shown.

#	Structure	Ins promoter up	Ins promoter up cell count	Myeloid diff 2	Myeloid diff 2 GFP+ MAC1+ %	b-catenin transl	b-catenin transl cell count 5 µM	Dynein transport	Dynein transport cytoplasmic EGFP	Dynein transport nuclear GR-EGFP	Dynein transport cell count
1	COc1ccccc1CC(=O)NNC(=O)c1cccs1	-0.03	1465	i	0.1	0.2	980	-0.45	-0.21	0.29	0.17
2	CCC(C)NC(=O)c1ccccc1NC(=O)COc1ccc(OC)cc1 (stereo not drawn)	x	x	i	0.4	-1.7	1156	1.3	-0.17	0.75	-0.17
3	CCCN(CCC)C(=O)Cn1c(=O)n(CCCCCC(=O)Nc2ccccc2)c(=O)c2sccc21	0.16	1445	i	0.8	-0.2	1131	-0.21	2.6	0.26	-2.8
4	O=c1cc(/C=C/c2cccs2)[nH]c2ccccc12	0.67	924	i	11	-0.7	1185	-0.079	-0.042	0.14	-0.63
5	O=C1CC(c2ccco2)Cc2nc(NCC3CCCO3)ncc21 (stereo not drawn)	0.08	1082	i	1.1	0.2	1135	-0.26	-0.22	-0.29	0.46
6	CCC1=NC(c2ccc(OC)c(OC)c2)N(O)C1(C)C (stereo not drawn)	0.57	1263	i	0.5	-5.4	561	-0.19	-0.31	-0.34	0.2
7	CN(CC(=O)c1c(N)n(C)c(=O)n(C)c1=O)c1ccccc1	x	x	i	0.1	0.1	1610	-0.26	-0.21	-0.36	0.76
8	COc1ccccc1NC(=S)c1ccccc1	0.2	1404	i	0.5	-1.6	824	-0.23	-0.27	-0.18	1.4

#	Hep lipid drop	Hep lipid drop cells 6.5 µM	T cell HTS	T cell HTS vesicle-bound %	PMI inhibitors	MT stabilize HCS	MT stabilize HCS Hoechst-high %	MT stabilize HCS cytotoxicity %	TNAP activation fold
1	8	714	i	32	3%	2.4	2.3	3.6	1.1
2	-1	772	x	x	3%	3.2	1.9	5.1	1.1
3	7	635	i	41	12%	3.8	1.4	1.1	1
4	3	807	i	29	4%	33	12	41	1.1
5	x	x	i	36	-5%	2.0	1.2	5.3	1.1
6	-3	752	i	55	-5%	6.5	2.1	4.8	1
7	-1	688	i	51	-26%	1.2	2.4	6.7	1
8	5	624	i	57	6%	2.6	2.0	4.7	1

Additional structures follow.
#	Structure	Ins promoter up	Ins promoter up cell count	Myeloid diff 2	Myeloid diff 2 GFP+ MAC1+ %	b-catenin transl	b-catenin transl cell count 5 µM	Dynein transport	Dynein transport cytoplasmic EGFP	Dynein transport nuclear GR-EGFP	Dynein transport cell count
9	O=C(CN1CCN(S(=O)(=O)c2ccccc2)CC1)Nc1ccc(N2CCOCC2)cc1	0.02	1152	i	0.9	3.2	1074	1.2	-0.21	0.69	-0.87
10	O=C(c1cc2ccccc2o1)n1nnc2ccccc21	0.27	959	i	1.9	0.1	1085	-0.94	-0.19	-0.24	0.12
11	COCCNCc1ccc(Cl)cc1Cl	x	x	i	0.3	1.4	1499	-0.85	-0.16	-0.8	0.83
12	Cc1ccccc1-c1nc(CS(=O)(=O)CC(=O)NCCN2CCOCC2)c(C)o1	-1.4	1812	i	1.6	-1.1	1158	-1.7	1.5	-0.48	7.8
13	COCCNC(=O)CSc1nnc(-c2ccc(C)cc2)c(-c2ccc(C)cc2)n1	-0.57	1469	i	0.2	0.5	1527	-0.057	-0.36	0.64	-0.17
14	O=c1nc(-c2ccccc2)n(-c2ccccc2)[nH]1	0.41	1231	i	0.2	-4.3	589	-1.2	-0.29	-0.93	1.2
15	Cc1ccc(SCc2[nH]nc3c2C(c2cccnc2)C(C#N)=C(N)O3)cc1 (stereo not drawn)	0.01	943	i	0.6	2.1	1082	-0.28	-0.2	-0.2	0.97
16	O=C(NN1C(=O)C2C3C=CC(C3)C2C1=O)c1ccccc1 (stereo not drawn)	-0.21	1480	i	0.3	-0.4	1603	0.42	-0.36	-0.15	0.7

#	Hep lipid drop	Hep lipid drop cells 6.5 µM	T cell HTS	T cell HTS vesicle-bound %	PMI inhibitors	MT stabilize HCS	MT stabilize HCS Hoechst-high %	MT stabilize HCS cytotoxicity %	TNAP activation fold
9	-2	659	i	73	11%	3.7	1.9	7.9	1.2
10	x	x	i	49	-3%	5.2	2.7	6.7	1.1
11	-1	670	i	59	5%	1.4	2.2	1.8	1.1
12	20	639	i	23	5%	3.0	2.4	0.7	1.1
13	-18	698	i	60	4%	2.2	3.1	6.7	1.1
14	9	704	i	46	-8%	2.0	2.7	8.7	1
15	-3	747	i	2	6%	1.7	1.3	7.2	1
16	-1	701	i	59	1%	1.6	1.3	12	1.1

Looked up one by one from above, 3 records:
#	Structure	Ins promoter up	Ins promoter up cell count	Myeloid diff 2	Myeloid diff 2 GFP+ MAC1+ %	b-catenin transl	b-catenin transl cell count 5 µM	Dynein transport	Dynein transport cytoplasmic EGFP	Dynein transport nuclear GR-EGFP	Dynein transport cell count
13	COCCNC(=O)CSc1nnc(-c2ccc(C)cc2)c(-c2ccc(C)cc2)n1	-0.57	1469	i	0.2	0.5	1527	-0.057	-0.36	0.64	-0.17
12	Cc1ccccc1-c1nc(CS(=O)(=O)CC(=O)NCCN2CCOCC2)c(C)o1	-1.4	1812	i	1.6	-1.1	1158	-1.7	1.5	-0.48	7.8
11	COCCNCc1ccc(Cl)cc1Cl	x	x	i	0.3	1.4	1499	-0.85	-0.16	-0.8	0.83

#	Hep lipid drop	Hep lipid drop cells 6.5 µM	T cell HTS	T cell HTS vesicle-bound %	PMI inhibitors	MT stabilize HCS	MT stabilize HCS Hoechst-high %	MT stabilize HCS cytotoxicity %	TNAP activation fold
13	-18	698	i	60	4%	2.2	3.1	6.7	1.1
12	20	639	i	23	5%	3.0	2.4	0.7	1.1
11	-1	670	i	59	5%	1.4	2.2	1.8	1.1

(more compounds)
#	Structure	Ins promoter up	Ins promoter up cell count	Myeloid diff 2	Myeloid diff 2 GFP+ MAC1+ %	b-catenin transl	b-catenin transl cell count 5 µM	Dynein transport	Dynein transport cytoplasmic EGFP	Dynein transport nuclear GR-EGFP	Dynein transport cell count
17	O=[N+]([O-])c1cc(Br)cc(C=Nc2ccc3c(c2)OCO3)c1O	-0.59	1404	i	1.3	-1.7	1118	-0.73	-0.14	-0.27	0.8
18	COc1cc(OC)cc(-c2nnc(SCC(=O)Nc3cccc(C(=O)O)c3)s2)c1	-1.5	1176	i	0.6	0.7	1063	-0.53	-0.19	-0.29	-0.059
19	COC(=O)c1sccc1NC(=S)Nc1cc(OC)ccc1OC	x	x	i	1.3	-0.8	1094	-0.51	-0.27	-0.33	0.23
20	O=C(CCc1ccc(O)cc1)NNC(=S)NCCc1ccccc1	-0.06	1443	i	0.7	0.1	1180	0.43	-0.27	0.19	-0.19
21	O=C(O)c1c2c(nc3ccccc13)-c1ccccc1CC2	-0.1	1451	i	0.3	-2.3	1090	-1.7	-0.33	-0.98	1.2
22	COC(=O)[C@@H]1C[C@@]2(O)[C@H](O)[C@H](O)[C@H](O)C[C@H]2N1Cc1ccc(C)s1	-0.3	1008	i	0.4	-1.3	1114	0.049	-0.71	0.086	0.16
23	S=C(NCC1CCCO1)NC1CC1 (stereo not drawn)	x	x	i	0.4	-0.7	1528	0.067	-0.063	-0.18	-1.8
24	CC(C)(C)c1cc(C(=O)NN)n(Cc2ccc(Cl)cc2Cl)n1	1.3	1057	i	0.8	0.0	1358	-0.93	-0.23	-0.37	0.76
25	CN1CC=C2C(C#N)=C(N)C(C#N)(C#N)[C@H](c3ccoc3)[C@H]2C1	x	x	i	1.2	x	x	8.1	16	5.9	-0.074
26	COc1ccc(/C(O)=C2/C(=O)C(=O)N(CCCN(C)C)C2c2ccc(C)o2)cc1Cl (stereo not drawn)	1	1217	x	x	-3.3	797	-1.2	-0.18	-0.38	0.58

#	Hep lipid drop	Hep lipid drop cells 6.5 µM	T cell HTS	T cell HTS vesicle-bound %	PMI inhibitors	MT stabilize HCS	MT stabilize HCS Hoechst-high %	MT stabilize HCS cytotoxicity %	TNAP activation fold
17	-16	667	i	44	x	x	x	x	x
18	1	693	i	33	1%	1.9	1.1	7.9	1.1
19	-2	697	i	15	35%	1.2	1.3	5.0	1.1
20	4	688	i	52	x	x	x	x	x
21	-1	691	i	34	1%	2.3	2.9	3.1	1
22	18	708	x	x	x	x	x	x	x
23	4	730	i	14	-9%	1.2	1.7	2.0	1.1
24	-8	714	i	15	x	x	x	x	x
25	-4	800	i	10	16%	1.6	0.8	9.1	1.1
26	x	x	x	x	-8%	5.3	3.1	7.6	1
